KDM5B inh = blocks human KDM5B histone demethylase activity; Q9UGL1; KDM5B demethylase, FDH-coupled NADH fluorescence (FDH is formaldehyde dehydrogenase); Potency, µM (highest dose often 57.7 µM), for inactives: at the top dose activity change, negative = inhibition, usual class: inhibitors; actives 2.6% (n = 220,000); AID 1347165; active = well fitted inhibition curve with a large enough effect; inconclusive = small, poorly fitted or top-dose-only effect; inactive = no such curve, though single readings can be large or run the other way; also: 0% is about no effect; nearly all actives have a fitted effect of over 70% in size
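qHTS format, multiple compound concentrations. Buffer 50 mM HEPES pH 7.5/0.01% Tween-20; 200 nM KDM5BΔAP final; 10 min compound preincubation; substrate-mix levels 12.5 µM peptide, 25 µM α-KG, 0.25 mM NAD⁺; 30 min RT; ΔRFU.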
The depositor's hits bear a star; i = inactive; ? = inconclusive; & = joins results of further samples; [ ] = remark or other dose. Potency is read from the fitted curve at half-maximal effect. Some of the compounds tested; count on the stated rates, not on these rows.

SMILES	KDM5B inh
N#C/C(=C\c1cccc(OC(=O)c2ccc(Cl)cc2Cl)c1)C(=O)Nc1cccc(C(F)(F)F)c1	6.2%
CCCc1nc2ccccc2n2c(-c3ccccc3)c3c(=O)n(C)c(=O)n(C)c3c12	?
CCCNc1nc2ccccc2nc1C(=O)Nc1ccc(C(=O)OCC)cc1	-8.4%
Cc1nc2c(C(=O)NCc3ccccc3)c[nH]n2c(=O)c1Cc1ccccc1Cl	?
CCCCN(C)Cc1cccc(OC)c1OC	?
CC(=O)Nc1ccccc1OCc1cc(C)cc(C)c1	-1.7%
NCCC(=O)Nc1cccc2ccccc12	5.3%
Oc1c(C(c2cccs2)N2CCCC2)sc2nc(-c3ccco3)nn12 (stereo not drawn)	-6.8%
COc1ccc(N2CC(C(=O)OCC(=O)c3ccc(C)cc3)CC2=O)cc1 (stereo not drawn)	10.1%
N#C/C(=C/c1ccc(OCc2ccc3ccccc3c2)cc1)c1nc2ccccc2[nH]1	11.9%
CC(C)=C1CC[C@H](C)[C@](C)(COc2ccc3ccc(=O)oc3c2)[C@H]1CCC(=O)O	?
Cc1cccc(C(=O)N2C(C(=O)N3CCOCC3)COC23CCN(C(=O)c2cccc(F)c2)CC3)c1 (stereo not drawn)	9.5%
CCOc1ccc(-n2c(-c3ccc(C)cc3)nc3c(cnn3-c3ccccc3)c2=O)cc1	-7.4%
Cc1cc2oc(=O)cc(CN3CCOC(C)C3)c2cc1Cl (stereo not drawn)	16.4%
Cc1cc(C)cc(NC(=O)N2CCC(N3CCCCC3)CC2)c1	-16.2%
CCCNC(=O)CSc1nc(C)nc2sc3c(c12)CCC3	6.4%
CCc1ccc(CNC(=O)c2nnn3cc(C)[nH]c(=O)c23)cc1	-7.2%
Cn1c(=O)c2c(nc(N/N=C/c3cccs3)n2C)n(C)c1=O	?
Cc1ccc(S(=O)(=O)N2CCN(C(=O)CNc3ccc(C)cc3Br)CC2)cc1	16.2%
COc1cc(/C=C/c2ccc3cccc(OC)c3n2)ccc1OC(C)=O	i
Cc1cccc(NC(=O)N2CCc3c(c4cc(F)ccc4n3C)C2)c1	31.6µM*
COc1cccc(S(=O)(=O)N2CCCN(C)c3ccccc32)c1	?
CC(C)COC(=O)c1nn(-c2ccccc2)c(=O)c2ccccc12	14.1%
Cc1ccc(CN2CCSc3ccc(C(=O)Nc4ccc(Cl)cc4)cc32)cc1	?
CN(C)C[C@@H]1CN(c2ccncn2)C[C@H]1NC(=O)c1ccsc1	3.6%

Brought forward from above: 2 entries, then new ones.
SMILES	KDM5B inh
Cc1ccc(CN2CCSc3ccc(C(=O)Nc4ccc(Cl)cc4)cc32)cc1	?
CN(C)C[C@@H]1CN(c2ccncn2)C[C@H]1NC(=O)c1ccsc1	3.6%
Cn1cc(S(=O)(=O)c2cccc(Cl)c2)c(=O)c2cc(F)c(N3CCN(c4ccc(F)cc4)CC3)cc21	-5.1%
COc1cccc(CNC(=O)CCNS(=O)(=O)c2cccc3nsnc23)c1	-20.0%
O=c1c2nc(-c3ccoc3)ccc2ncn1Cc1ccccc1	?
O=C(Nc1ccc(-c2nc3ccccc3s2)c(O)c1)c1ccc(Br)cc1	5.3%
Oc1ccc(-c2nc(C3CC3)nc3c2CN(CC2CCCCC2)CC3)cc1	-21.0%
Cc1ccc(S(=O)(=O)/C(C#N)=C\c2ccc(OCCC(C)C)cc2)cc1	?
COc1cc(OC)cc(C(=O)NCc2ccc(-c3nc4ncccc4o3)cc2)c1	23.7%
C=CCN(C)C(=O)C[C@@H]1c2nc(NC(=O)c3cccs3)sc2C[C@@H]2[C@](C)(CO)[C@H](O)CC[C@]21C	?
COc1ccc(CN2C[C@H]3CN(Cc4ncc[nH]4)CCN3C2=O)cc1	?
O=C(CC(NC(=O)c1ccccc1)c1ccccc1)NCc1cccs1 (stereo not drawn)	16.9%
CC1=NS(=O)(=O)N(Cc2ccccc2)C=C1C(=O)OCc1noc(-c2cccc(Cl)c2)n1	-19.4%
Cc1cnc(C2CCOCC2)n1C1CCCN(C(=O)c2cccs2)C1 (stereo not drawn)	-8.2%
COc1ccc(/C=C(/NC(=O)c2ccccc2)C(=O)N2CCCC2)cc1	-12.3%
COCCN1C(=O)N(C)C(=O)C12CCN(CCc1ccccc1)C2 (stereo not drawn)	17.1%
CC(C)CNC(=O)COC(=O)c1cc(-c2ccco2)nc2ccccc12	?
CC(=O)N1Cc2ccccc2OC2(CCN(C(=O)CN(C)C)CC2)C1	4.6%[149 µM]
CCC(C)NC(=O)c1ccc(CNC(=O)C2CCCC2)cc1 (stereo not drawn)	21.3%
COC(=O)c1sc(NC(=O)c2cc3ccccc3o2)c(C#N)c1C	14.4%
COC(=O)c1cccc(NCc2ccc(C(F)(F)F)cc2)c1	?
CCC[C@H]1CN(CCS(C)(=O)=O)C[C@@H]1NC(=O)c1n[nH]nc1C	-13.4%
CC(C1CCN(Cc2nc(C3CC3)no2)CC1)N1CCOCC1 (stereo not drawn)	-6.8%
CCc1nc(CN2CCC(=O)N(Cc3ccc(F)cc3)C(C(C)C)C2)no1 (stereo not drawn)	17.5%
CNC(=O)[C@@H]1C[C@H](Oc2ccccc2)CN1C(=O)Cc1cccc(F)c1	-2.2%
O=C(Cc1ccc(F)cc1)N1CCN(c2cc(C(F)(F)F)ncn2)CC1	-4.4%
COc1c(C)cnc(CN(C)C(=O)C2CC(=O)N(C3CCCC3)C2)c1C (stereo not drawn)	20.7%
SMILES	KDM5B inh
COc1cc2c(cc1OC)-c1c(c(C(=O)NCCN3CCOCC3)nn1-c1ccccc1F)C2	?
O=C(CCn1c(=O)c2sccc2n(Cc2ccccc2F)c1=O)NCc1ccc2c(c1)OCO2	-3.5%
Cc1cccnc1CN1C[C@@H](F)[C@@H](OCc2nc3ccccc3n2C)C1	?
Cc1ccc(C(=O)O)c(C(=O)Nc2nc3ccccc3s2)c1	1.7%
Cc1ccc(C)c(NC(=O)C(C)n2c(=O)cc(C(F)(F)F)c3c(C)nn(C)c32)c1 (stereo not drawn)	?
O=C(c1cccnc1)N1CCC(c2nnc3n2C(C(=O)N2CCOCC2)CC3)CC1 (stereo not drawn)	19.4%[230 µM]
O=C(NC[C@H]1Cn2c(-c3cccc(Cl)c3)cnc2CO1)Nc1ccccc1	4.5%[86.2 µM]
CCn1c(C2CCCN(C(=O)Nc3cccc(C)c3)C2)nn(C)c1=O (stereo not drawn)	22.1%
COCCNS(=O)(=O)c1cc(C(=O)O)cc(-c2c(C)cccc2C)c1	-17.5%
Cc1ccccc1C(=O)N1CCC2(CC1)OCC(C(=O)NC(C)C)N2C(=O)c1cccc(F)c1 (stereo not drawn)	3.7%
CCOc1ccccc1NS(=O)(=O)c1ccc(-c2cnc(C)o2)cc1	14.7%
COc1ccc(CNC(=O)CC23CC4CC(CC(C4)C2)C3)cc1	8.7%
CN(C)C[C@@H]1CN(c2ncccn2)C[C@H]1NC(=O)NCCc1ccccc1	?
COc1ccc(OS(=O)(=O)c2c(C)noc2C)cc1	20.4%
Cc1[nH]n(-c2ccccc2)c(=O)c1C(c1cc(Cl)ccc1O)c1c(C)[nH]n(-c2ccccc2)c1=O	?
COc1cccc(-c2nc(CN3CCCC3=O)no2)c1	-6.6%
Cc1ccccc1Cn1c(=O)n(CCCC(=O)NCc2ccc3c(c2)OCO3)c(=O)c2ccccc21	-1.9%
Cc1ccc2nc(-c3ccccc3)cc(C(=O)N3CCN(C(=O)c4ccco4)CC3)c2c1	-9.2%
COc1ccccc1NC(=O)CS(=O)(=O)c1cn(CC(=O)N2CCOCC2)c2ccccc12	19.5%
Cc1cccc(NC(=O)N2CCCC(Cc3noc(-c4cnccn4)n3)C2)c1 (stereo not drawn)	2.8%
CNC(=O)NCc1cccc(OC)c1	6.7%
O=C(NCc1ccccc1)c1nn(-c2ccccc2)c(=O)c2ccccc12	-5.2%
CCc1ccccc1N(C)C(=O)Cc1c(C(=O)O)c(C)cn1C	-2.6%
CCN1CCN(C(=O)c2c(-c3ccccc3)noc2C)CC1	4.5%
O=C1Nc2ccc(-c3ccc4c(c3)OCO4)cc2C(=O)N2C[C@@H](NS(=O)(=O)c3ccc(F)cc3)C[C@@H]12	31.6µM*
SMILES	KDM5B inh
O=C(NNC(=O)C1CCOC1)c1cccc([N+](=O)[O-])c1 (stereo not drawn)	-19.3%
O=c1nc2sc3ccccc3n2c(=O)n1-c1ccc(Cl)c(Cl)c1	-7.9%
O=S(=O)(Nc1cccc(-c2cn3ccccc3n2)c1)c1ccc(-c2ccccc2)cc1	-2.9%
COc1cccc(-n2cc(C(=O)Oc3ccc(F)cc3)c3ccccc3c2=O)c1	-17.6%
CCCc1nnc(NC(=O)Cn2ccc3ccc(Cl)cc32)s1	-11.4%
CC(NC(=O)/C(C#N)=C\c1ccc(C(C)(C)C)cc1)c1ccccc1 (stereo not drawn)	?
CCCOc1ccc(CNC(=O)c2ccc3c(c2)N(Cc2ccccc2)CCS3)cc1	?
COc1ccc(CN2CCCC(c3nn(-c4ccccc4)c(=O)[nH]3)C2)cc1 (stereo not drawn)	?
COc1ccc(C(=O)N=S2CCN(C(=O)c3ccc(Cl)cc3)CC2)cc1	1.3%
O=C1CC2(CCN(Cc3cccc4ccccc34)CC2)Oc2cc(Cl)ccc21	-33.3%
C/C(=N\S(=O)(=O)c1ccc(C)cc1)N(C)C	-12.5%
COc1cccc(-n2c(=O)c3sc4ccccc4c3n(Cc3c(F)cccc3Cl)c2=O)c1	?
O=C(NCc1cccnc1)C(=O)Nc1nc(-c2ccccc2)cs1	?
Cc1cc(N2CCOCC2)nc2ccc(NC(=O)NC(C)C)cc12	i
COc1cc(C)c(C(C)C)cc1S(=O)(=O)N1CCC(C)CC1	22.5%
O=C1NC2(CCCN([S+](=O)([O-])c3ccccc3)C2)COc2ccccc21 (stereo not drawn)	?
Cc1c(-c2ccccc2)nc2ccccc2c1C(=O)NC1CC1	4.9%
CCOC(=O)N1CCC2(CC1)OC(=O)C(C)=C2C(=O)NCc1ccccc1OC	-23.6%
O=c1oc2ccccc2cc1-c1nc(-c2ccc(Cl)cc2)cs1	-3.2%
Cc1ccc(CCC(=O)NC2CC3CCC2C3)cc1 (stereo not drawn)	27.3%
O=C(COC(=O)c1cc2ccccc2oc1=O)Nc1ccc(I)cc1	17.0%
O=C(NCCc1cccs1)C1CN(S(=O)(=O)c2cccnc2)CC12CCCCC2 (stereo not drawn)	-15.4%
O=C(Nc1cc(F)cc(F)c1)c1n[nH]c(=O)c2ccccc12	15.1%
COc1ccc(NC(=O)c2sc3nc4c(cc3c2N)CCCCCC4)cc1Cl	?
COc1ccc(CNC(=O)c2ccc3nc(CCc4ccccc4)oc3c2)c(OC)c1	-19.4%

Of the compounds above, these have bromine.
SMILES	KDM5B inh
Cc1ccc(S(=O)(=O)N2CCN(C(=O)CNc3ccc(C)cc3Br)CC2)cc1	16.2%
O=C(Nc1ccc(-c2nc3ccccc3s2)c(O)c1)c1ccc(Br)cc1	5.3%

6 of the compounds above, with bars between the fields:
mol | KDM5B inh
CC(=O)Nc1ccccc1OCc1cc(C)cc(C)c1 | -1.7%
NCCC(=O)Nc1cccc2ccccc12 | 5.3%
Oc1c(C(c2cccs2)N2CCCC2)sc2nc(-c3ccco3)nn12 (stereo not drawn) | -6.8%
COc1ccc(N2CC(C(=O)OCC(=O)c3ccc(C)cc3)CC2=O)cc1 (stereo not drawn) | 10.1%
N#C/C(=C/c1ccc(OCc2ccc3ccccc3c2)cc1)c1nc2ccccc2[nH]1 | 11.9%
CC(C)=C1CC[C@H](C)[C@](C)(COc2ccc3ccc(=O)oc3c2)[C@H]1CCC(=O)O | ?

Continued:
SMILES	KDM5B inh
Cc1cc(S(=O)(=O)NCc2ccccc2)ccc1OCC(=O)NCc1ccncc1	25.7%
CC(C)c1nnc(NC(=O)c2cc(-c3ccccc3)nc3ccccc23)s1	10.7%
Cc1nc(-c2ccc(CNC(=O)c3ccccn3)s2)cs1	?
COc1ccc(-c2nc3ccccc3c(=O)n2-c2c(C)n(C)n(-c3ccccc3)c2=O)cc1	8.8%
COc1cc(NC(=O)Cn2c(-c3ccc(F)cc3)nc(C)cc2=O)cc(OC)c1	?
CC(C)CNC(=O)C(C)Oc1ccc(C#N)cc1 (stereo not drawn)	11.0%
Cn1nc(C2CCN(C(=O)CCCc3ccccc3)CC2)c2c1CCOC2	-10.3%
Cc1ccc(OCC(=O)NC2=NCCS2)cc1C	-9.7%
Cc1ccc(-n2ncc(C(=O)N3CCN(Cc4ccccc4)CC3)c2C2CCN(C(=O)OC(C)(C)C)CC2)cc1	-29.1%
O=C(Cn1nc2c(cc1=O)CCCC2)Nc1ccc(Br)cc1F	11.9%
Cc1ccc(NC(=O)C(Cc2ccccc2)n2cccc2)cc1 (stereo not drawn)	-14.3%&-9.0%
COc1cccc(-c2cc(C3CCN(C(=O)Nc4ccccc4F)CC3)[nH]n2)c1	6.3%
O=C(CCc1ccnc(N2CCOCC2)c1)N1CCN(C(=O)c2ccco2)CC1	?
O=C(NCc1cccnc1)C1CCN(Cc2cc3ccccc3n2Cc2cccc(Cl)c2)CC1	-27.1%
CC(C)C(=O)Nc1c(-c2cc(=O)oc3ccc(Cl)cc23)oc2ccccc12	3.7%
CCCCCC(=O)Nc1ccc(S(=O)(=O)Nc2cc(OC)nc(OC)n2)cc1	6.9%
CCN1CCCN(S(=O)(=O)CC)CC12CCOCC2	1.7%
COc1cccc(OCc2nc([C@@H]3C[C@H]3c3ccccc3)n(CCO)n2)c1	11.8%
O=C(COc1coc(CN2CCN(c3ccccc3)CC2)cc1=O)c1ccccc1	-15.8%
COCc1c(C(=O)N[C@@H]2CN(Cc3ccccc3)C[C@H]2CN(C)C)noc1C	?
COc1ccc(CC(=O)N(C)Cc2ccc(F)cc2)cc1	7.8%[86.2 µM]
CCCn1nc(C(=O)OCC(=O)Nc2ccc(Cl)cn2)c2ccccc2c1=O	7.9%
CCc1ccc(-c2nc3cc(NC(=O)c4ccc(F)cc4)ccc3o2)cc1	?

From PubChem
